Compound activity (PubChem)
NR3A LBD binder – modulates the human NR3A ligand-binding domain. NR3A LBD differential scanning fluorimetry, Tm shift; 0% = protein alone, 100% = glycine-bound protein. Tm shift relative to glycine control, % at 25 µM. 2.5% of 340,000 active. AID 1259313;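 active means melting temperature shift of at least 10% of the positive control shift, at one fixed dose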
ATG4B inh – ATG4B (human) cysteine protease inhibition; inhibition, % at 8.33 µM; 0.51% of 340,000 active; AID 504462; ATG4B cleavage of LC3-PLA2, NBD-HPC fluorescence, 1 h; Q9Y4P1; in the data active means inhibition above about 40%
SENP8 block – inhibitors of human SENP8 protease. Q96LD8. recombinant SENP8, Nedd8 substrate fluorescence. inhibition, % at 20 µM. 0.64% of 360,000 active; in the data active means inhibition mostly above about 40%, no sharp cut-off; inactive means mostly below about 27%
Target sequence (Q96LD8 whole entry, looked up): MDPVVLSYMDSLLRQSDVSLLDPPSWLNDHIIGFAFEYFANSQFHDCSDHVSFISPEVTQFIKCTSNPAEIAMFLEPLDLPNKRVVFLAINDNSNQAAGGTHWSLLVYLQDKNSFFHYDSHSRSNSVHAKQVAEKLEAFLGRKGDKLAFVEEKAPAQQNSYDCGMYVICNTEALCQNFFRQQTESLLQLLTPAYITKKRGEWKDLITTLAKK
SENP1 inh – SENP1 (human) catalytic domain inhibition | inhibition, % at 10 µM | Q9P0U3 | recombinant SENP1 catalytic domain, CyPet-SUMO1-YPet FRET cleavage | 0.21% of 360,000 active;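 active means inhibition at least 30% at 10 µM, raw YFP signal under a set limit, fluorescence ratio 0.5 to 1.5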;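 further: 0% = enzyme with DMSO and 100% = no enzyme wells; some results filed as inactive read as strong as hits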
Target sequence (Q9P0U3 419-644 limits assumed): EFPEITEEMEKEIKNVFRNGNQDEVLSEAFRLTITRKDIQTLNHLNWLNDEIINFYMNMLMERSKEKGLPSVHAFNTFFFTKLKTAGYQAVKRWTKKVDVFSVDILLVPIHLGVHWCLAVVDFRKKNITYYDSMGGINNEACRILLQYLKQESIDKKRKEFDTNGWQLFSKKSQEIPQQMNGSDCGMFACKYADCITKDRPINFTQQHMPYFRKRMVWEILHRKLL
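Test system: human SENP1 catalytic domain; medium: Tris pH 8 buffer plus EDTA, NaCl, BME, BSA, NP40, catalase; incubation: 50 min reaction at room temperature; technique: FRET, CFP and YFP emission; controls: no-enzyme low control and enzyme-plus-DMSO high control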
hIAP activ – increases human intestinal alkaline phosphatase activity. P09923. purified human IAP, CDP-Star luminescence, 30 min; active compounds read high; 1 = vehicle-only enzyme, 0 = enzyme-free background. 0.16% of 330,000 active. AID 2524. activation factor at 10 µM;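 active means activation factor of the enzyme at least 2-fold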; further: the source names both 10 and 20 µM as test concentration; values of inactives mirror those of a sister screen read the other way
SENP6 block – inhibitors of human SENP6 protease; Q9GZR1; Recombinant SENP6 catalytic domain, aminoluciferin luminescence; inhibition, % at 10 µM; 1.8% of 330,000 active; AID 2599;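 active means inhibition above about 50% at the single tested dose, limit read from the data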;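 further: plate controls were DMSO wells with enzyme for no effect and DMSO wells lacking enzyme for full effect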
Target sequence (Q9GZR1 628-1112 limits assumed): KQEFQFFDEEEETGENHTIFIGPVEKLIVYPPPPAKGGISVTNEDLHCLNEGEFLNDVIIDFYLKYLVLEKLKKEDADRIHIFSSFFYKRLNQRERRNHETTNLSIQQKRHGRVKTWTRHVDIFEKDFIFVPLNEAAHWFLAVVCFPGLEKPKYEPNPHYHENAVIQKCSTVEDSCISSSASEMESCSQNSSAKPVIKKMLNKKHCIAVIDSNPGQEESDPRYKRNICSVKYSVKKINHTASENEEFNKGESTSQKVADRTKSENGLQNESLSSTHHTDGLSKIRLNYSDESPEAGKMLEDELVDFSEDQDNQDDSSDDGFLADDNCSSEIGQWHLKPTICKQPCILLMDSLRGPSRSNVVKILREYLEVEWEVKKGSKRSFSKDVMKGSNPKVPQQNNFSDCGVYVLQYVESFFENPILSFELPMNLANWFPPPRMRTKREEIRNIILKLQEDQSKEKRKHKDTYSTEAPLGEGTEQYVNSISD
PfGluPho inh – PfG6PD (Plasmodium falciparum) enzyme inhibition | PfGluPho enzyme, NADPH resazurin-diaphorase fluorescence | inhibition, % at 20 µM | 0.78% of 350,000 active | AID 504690;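 active means inhibition reaching at least a set limit at 20 µM in the primary screen, cut at about 59% in these data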;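 further: 0% = DMSO wells with substrate and 100% = DMSO wells lacking glucose-6-phosphate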
MPTP block – blocks calcium-induced mitochondrial swelling. isolated mouse mitochondria, Ca2+ swelling absorbance, 30 min. inhibition, % at 10 µM. 1.4% of 360,000 active;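 active means inhibition of 50% or more, scaled per plate between neutral and stimulator controls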;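 further: 0% = DMSO wells given calcium and 100% = 1 mM EGTA wells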
Starred values were filed as active, the others as inactive; nt = not tested or not shown; & = joins results of further samples.

SMILES	NR3A LBD binder	ATG4B inh	SENP8 block	SENP1 inh	hIAP activ	SENP6 block	PfGluPho inh	MPTP block
Cc1ccc(-c2nc3ncccc3o2)cc1NC(=O)c1cc2ccccc2o1	-1	1	-3	-1	0.91	-3	3	-4.8
Cc1ccc2nc3sc(C(=O)NCc4ccco4)c(N)c3cc2c1	-1	-6	-44	34*	1.3	-2	37	-1.0
O=C1Nc2ccc(Br)cc2C1(O)c1ccc(F)cc1 (configuration not stated)	1	-2	8	1	1.1	7	9	1.1
N#C/C(=C\Nc1ccc2c(c1)OCCO2)c1nc(-c2ccccc2)cs1	-2	-1	-51	-28	1.2	-5	-17	-2.2
Cc1c(Br)c([N+](=O)[O-])nn1C(C)C(=O)Nc1nccs1 (configuration not stated)	0	-4	3	-2	0.87	-23	-3	3.3
C=CCn1c(SCC(=O)c2[nH]c(C)c(C(=O)OCC)c2C)nc2scc(-c3ccccc3)c2c1=O	-1	4	17	-4	0.82	-13	-6	-3.6
CCOc1ccccc1/C=N/n1c(C)nc2ccccc2c1=O	0	-8	24	12	1	-21	0	0.6
O=C(CSc1nnc(CNC(=O)c2cccs2)o1)Nc1ccc(F)cc1F	-6	7	13	0	0.97	7	-15	1.7
CC1CCCC(C)N1CC(C)(C)NS(=O)(=O)c1ccc(Cl)cc1 (configuration not stated)	2	10	19	0	1	0	4	1.1
O=C(NCc1ccncc1)c1ccc(N2CCCC2)c([N+](=O)[O-])c1	-1	8	13	-2	1	-15	1	6.1
Nc1nc(O)c(Sc2ccccc2[N+](=O)[O-])c(=O)[nH]1	17*	4	19	1	0.96	-10	-13	-1.5
C=CCCC(=O)NC1CC(C)(C)Cc2c1cnn2-c1cccc(F)c1 (configuration not stated)	1	-7	10	0	1.3	10	16	2.5
COc1ccc(Br)cc1/C=N/NC(=O)CN1CCN(Cc2ccccc2)CC1	0	-11	9	2	0.98	1	5	-0.8
C=CCc1ccc(OCCCCN2CC(C)CC(C)C2)c(OC)c1 (configuration not stated)	0	-17	2	0	1.2	7	1	1.4
O=C(Nc1ccc2c(c1)C(=O)N(c1ccccc1)C2=O)c1cccs1	0	2	-36	-11	1.1	-12	-7	2.4
O=C(NCCO)C1COc2ccccc2O1 (configuration not stated)	-2	10	3	-2	1	-5	-16	2.8
O=C(Nc1ccc(Cl)cc1)N1CCCC1	-1	-9	10	1	0.81	5	4	20
CCOC(=O)/C(N=Nc1sc(C(=O)OC)c(C)c1C(=O)OCC)=C(\O)CCl	5	7	-97	8	1.2	-5	-13	1.9
COc1ccc(NC(=O)c2c(-c3ccccc3)noc2C)c(OC)c1	0	-3	10	1	0.88	-1	6	-1.2
CCCCOc1ccccc1C(=O)NNC(=S)NC(=O)c1ccccc1[N+](=O)[O-]	-5	5	17	3	1.1	0	-25	5.8

Overlap with the part before: six compounds, then new ones.
SMILES	NR3A LBD binder	ATG4B inh	SENP8 block	SENP1 inh	hIAP activ	SENP6 block	PfGluPho inh	MPTP block
O=C(Nc1ccc2c(c1)C(=O)N(c1ccccc1)C2=O)c1cccs1	0	2	-36	-11	1.1	-12	-7	2.4
O=C(NCCO)C1COc2ccccc2O1 (configuration not stated)	-2	10	3	-2	1	-5	-16	2.8
O=C(Nc1ccc(Cl)cc1)N1CCCC1	-1	-9	10	1	0.81	5	4	20
CCOC(=O)/C(N=Nc1sc(C(=O)OC)c(C)c1C(=O)OCC)=C(\O)CCl	5	7	-97	8	1.2	-5	-13	1.9
COc1ccc(NC(=O)c2c(-c3ccccc3)noc2C)c(OC)c1	0	-3	10	1	0.88	-1	6	-1.2
CCCCOc1ccccc1C(=O)NNC(=S)NC(=O)c1ccccc1[N+](=O)[O-]	-5	5	17	3	1.1	0	-25	5.8
Cc1ccc(C(CC(=O)O)Nc2nc(N3CCOCC3)nc(N3CCOCC3)n2)cc1 (configuration not stated)	0	1	9	2	1.1	-5	-15	0.4
COc1ccccc1NC(=O)Cc1cccc2ccccc12	0	5	6	0	1	-35	3	0.6
CC1CCCN(c2ccc(C(=O)NCc3ccccc3)cn2)C1 (configuration not stated)	-2	21	-84	-2	1.1	-4	0	-3.1
COc1ccc(CSc2nc3ccccc3c(=O)[nH]2)cc1F	-1	-6	12	1	0.94	-15	0	0.4
O=C(Cc1ccc(Cl)cc1)Oc1cccc2cccnc12	-6	9	6	5	nt	nt	-21	-3.8
CCOc1ccc(OCC(=O)OCC(=O)NCC2CCCO2)cc1 (configuration not stated)	1	-17	13	1	1	-14	-3	-0.7
CC(C)(C)c1ccc(C(=O)NCC(=O)NCC(C)(C)N2CCOCC2)cc1	0	1	-37	0	1.1	-1	-17	-2.6
CC(=O)Nc1ccc2c(COC(=O)[C@H](C)N3C(=O)C4CCCCC4C3=O)cc(=O)oc2c1 (some centres not stated)	0	-1	-391	-5	1	-5	-14	0.6
CC1CN=C(NC2CCCCC2C)S1 (configuration not stated)	5	-15	20	0	1	-7	-10	0.1
CN(C)c1ccc(/C=C/c2nc3ccccc3s2)cc1	11*	9	-241	-22	0.89	99*	-13	1.0
COCCn1c(=S)[nH]c2cc(C(=O)NCC3CCCO3)ccc2c1=O (configuration not stated)	0	0	10	3	0.89	15	0	-0.2
COc1cc(/C=N/NC(=O)c2ccncc2)ccc1O	3&3	-10&-8	2&7	0&2	1.1	-7	9&-2	0.0&-0.5
Cc1cc(NC(=O)COc2ccc3ccccc3c2)no1	-3	-7	-3	-2	1	-12	3	-0.5
CN(C)C(=S)Nc1ccc(N2CCOCC2)cc1	0	-4	-2	1	1.1	-23	9	-1.5
COn1c(SCc2ccccc2)nc2ccccc2c1=O	3	9	5	-1	1.1	-6	-6	3.3
CC(=O)Nc1ccc(NC(=O)C2CCCN2C(=O)Nc2cccc(F)c2)cc1 (configuration not stated)	-1	2	12	1	1	20	-23	-0.5
O=C(Nc1nc2ccccc2s1)C1=NN(c2ccccc2)C(=O)CC1	-2	4	-58	-4	0.92	-11	-28	0.5
O=C(CCn1c(=O)sc2ccccc21)NCc1ccco1	1	-4	4	4	0.81	-11	3	-1.8
NS(=O)(=O)c1ccc(CCNCC(=O)NC2CC2)cc1	-1	4	23	-2	0.95	7	8	-0.7
O=C(CCc1ccccc1)NNC(=O)Nc1ccc(F)c(Cl)c1	-1	5	9	1	1.1	10	-5	-0.3
Cc1ccc(NC(=O)CCn2cnc3cc(C)c(C)cc32)cc1	0	-1	17	1	1	-7	-4	-1.1
CCN(CC)S(=O)(=O)c1ccc(C(=O)OC2CCCCC2CN(C)C)cc1 (configuration not stated)	-3	5	17	0	1.1	-6	-3	1.3
CC(C)[C@H](NC(=O)C1CCN(S(=O)(=O)c2ccc(F)cc2)CC1)C(=O)NCc1ccco1	2	-9	13	0	1.1	11	7	-1.4
Cc1ccc(NC(=O)C2CCN(C(=O)NC3CCCCC3)CC2)c(C)c1	0	5	24	-2	0.93	-3	-8	-0.3
CCOC(=O)c1sc(NC(=O)OC)c(C(=O)OC)c1C	-1	-2	29	0	0.95	0	5	0.2
Cc1nc(SCC(=O)NCC2CCCO2)c2c(C)c(C)sc2n1 (configuration not stated)	1	-6	9	0	0.95	11	-10	-1.0
COc1ccccc1-n1cnnc1SCC(=O)NCc1cccs1	0	1	12	2	1.1	-2	-4	-1.5
Cc1ccc(/C=N/N2CCN(Cc3ccc(C)cc3)CC2)cc1	0	-7	6	4	1.1	-10	3	-0.4
CC1C(=O)Nc2ccc(S(=O)(=O)NCc3ccc(Cl)cc3)cc2NC1=O (configuration not stated)	1	-14	0	-1	1.1	-29	-28	-0.7
CCOC(=O)c1cc2sccc2n1CC(=O)Nc1ccc(OC)c(OC)c1	9	-12	4	1	1.2	9	6	0.8
CCC1CCCCN1CCCNC(=O)Cn1ncc2c(C)n(Cc3ccccc3Cl)c(C)c2c1=O (configuration not stated)	-1	-1	-6	-18	0.87	13	7	-2.7
CCOc1ccccc1C(=O)NC(C(=O)Nc1cccc(S(N)(=O)=O)c1)C(C)C (configuration not stated)	0	5	12	2	1	-21	-17	2.8
Clc1cccc(-c2ccc(CNCCCN3CCOCC3)o2)c1	0	-10	10	0	0.83	8	-6	-1.9
CC(=O)c1ccn(S(=O)(=O)c2ccccc2)c1	0	7	-1	3	1.1	-14	-19	0.1
CCOC(=O)c1c(C)cc(O)cc1O	0	-11	34	3	nt	nt	23	0.4
COc1ccc(NC(=O)C2C3C=CC(C3)C2C(=O)O)cc1 (configuration not stated)	-1	1	17	0	1	4	8	1.4
O=c1[nH]nc(Cc2ccc([N+](=O)[O-])cc2)c2ccccc12	0	-2	17	2	0.87	-5	1	-0.1
Cc1nn(-c2ccccc2)c(C)c1/C=N/NC(=O)c1cccs1	0	-8	1	1	1	4	-3	0.8
COc1cccc(NC(=S)N(CCc2nc3cc(C)c(C)cc3[nH]2)Cc2cccnc2)c1	-2	-11	15	0	0.88	-8	24	1.4
N#Cc1ccccc1NC(=S)NC(=O)c1cccs1	1	5	-39	-3	1.1	11	18	-3.2
Cc1ccccc1-c1nc2cc(NC(=O)C3CC3)ccc2o1	-8	-9	-422	-2	1.2	33	4	0.5
CC(Oc1ccc(Br)cc1)C(=O)NCC1(N2CCCCC2)CCCCC1 (configuration not stated)	-3	1	-6	-30	0.88	-17	1	-0.4
O=c1nc(SCc2c(F)cccc2Cl)nc(-c2ccc(Cl)cc2)[nH]1	0	7	1	2	0.96	-2	-40	33
O=C(OCCN1CCOCC1)c1ccc(O)cc1	0	12	4	1	0.97	-19	-10	0.3
Cc1[nH][nH]c(=O)c1C(c1ccc(N(C)C)c(Br)c1)c1c(C)[nH][nH]c1=O	-116	26	25	3	1.4	5	16	2.3
Cc1ccc(Oc2c(C=O)c3ccccc3n2C)cc1	1	-4	-16	1	1.1	0	-12	-5.1
CCc1nnc(NS(=O)(=O)c2ccc(NC(=O)c3cc(Cl)ccc3Cl)cc2)s1	-7	-10	3	-1	1	6	-13	-1.1
O=C(OCc1cnc(Cl)s1)c1cccc(Cl)c1	1	0	6	1	0.94	-25	2	-1.7
O=C(CN1C(=O)NC2(CCCCCCC2)C1=O)Nc1c(Cl)cccc1Cl	0	-10	11	3	0.84	2	-5	-0.5
O=C(C(=O)N1CCOCC1)c1cn(CC(=O)N2CCCCC2)c2ccccc12	-1	7	7	2	1.1	1	-1	-1.6
Cc1cc(OC(C)C(=O)NCCCN2CCOCC2)ccc1Cl (configuration not stated)	-1	8	14	-1	0.82	-7	-16	0.9
COc1ccc(N2CCN(C(=O)c3cccc(S(=O)(=O)N4CCCc5ccccc54)c3)CC2)cc1	-1	-3	16	-2	0.9	6	39	-3.1
Cc1ccc(S(=O)(=O)N2CCN(C(=S)NCCc3ccccc3)CC2)cc1	0	35	10	1	1.1	-14	3	-4.4
OCCN1CCN(c2nc(-c3ccccc3)nc3c2oc2ccccc23)CC1	5	-21	-13	1	1.1	1	-6	0.5
CCCC(=O)Nc1ccc(C(=O)NCc2ccccn2)cc1	-1	-3	13	-3	1.2	-7	13	-0.9
CCN(CC)Cc1nc2c(c(=O)[nH]1)C(CC)(CC)Cc1ccccc1-2	-2	0	-10	3	1.5	-10	17	0.5
COc1ccc(/C=C(\NC(=O)c2ccccc2)C(=O)N2CCN(C)CC2)cc1	1	-1	26	0	0.95	-7	-20	-0.5
Cc1cc2oc(=O)cc(Cn3ccnc3)c2cc1O	-1	-4	-104	0	0.94	-17	10	0.0
Cc1ccc(NC(=O)C(C)Sc2nnc(C3CC3)n2C2CC2)cc1S(=O)(=O)N1CCOCC1 (configuration not stated)	-3	4	11	-1	1.1	4	-16	-0.1

3 compounds picked at random from the list so far, as already listed:
SMILES	NR3A LBD binder	ATG4B inh	SENP8 block	SENP1 inh	hIAP activ	SENP6 block	PfGluPho inh	MPTP block
O=C(Nc1ccc(Cl)cc1)N1CCCC1	-1	-9	10	1	0.81	5	4	20
COc1ccc(CSc2nc3ccccc3c(=O)[nH]2)cc1F	-1	-6	12	1	0.94	-15	0	0.4
CC(Oc1ccc(Br)cc1)C(=O)NCC1(N2CCCCC2)CCCCC1 (configuration not stated)	-3	1	-6	-30	0.88	-17	1	-0.4
